Source: PubChem BioAssay (National Center for Advancing Translational Sciences (NCATS))
Cycloheximide cs – counter-screen hit for Shiga toxin inhibitors, cycloheximide | cell reporter, cycloheximide protein synthesis inhibition counterscreen | 300,000 compounds, 12% hits | max response, % | AID 2314; in the data active means max response mostly above about 13%, no sharp cut-off; inactive means mostly below about 14%; further: read at 38.3 µM for the half of the compounds with a filed dose; 0% is about no effect
AmpC no deterg – inhibitors of E. coli AmpC beta-lactamase without detergent; P00811; AmpC nitrocefin hydrolysis, absorbance 480 nm, 0.0001% Triton; Potency, µM (top dose mostly 57.1 µM), for inactives: at the highest dose activity change, negative = inhibition, most hits filed as inhibitors; 330,000 compounds, 0.52% hits; AID 485341;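 further: potency means the concentration at half of the fitted maximal effect; plate controls were no compound for no effect and no enzyme for full effect; nearly all actives have a fitted effect of over 20% in size; some results filed as inactive show a strong effect at the top dose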
Target sequence (P00811 whole entry, looked up): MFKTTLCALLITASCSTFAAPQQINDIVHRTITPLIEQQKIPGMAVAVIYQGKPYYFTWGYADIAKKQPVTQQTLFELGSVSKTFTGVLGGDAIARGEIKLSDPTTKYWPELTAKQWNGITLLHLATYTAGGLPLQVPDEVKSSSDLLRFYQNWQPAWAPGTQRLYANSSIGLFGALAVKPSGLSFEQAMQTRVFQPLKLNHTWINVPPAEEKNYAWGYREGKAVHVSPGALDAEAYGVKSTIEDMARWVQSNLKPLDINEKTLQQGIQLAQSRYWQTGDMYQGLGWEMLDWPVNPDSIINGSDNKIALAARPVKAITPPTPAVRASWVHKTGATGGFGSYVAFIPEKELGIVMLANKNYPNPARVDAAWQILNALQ
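AmpC (5.3 nM in the dispensed reagent) in 20 mM phosphate pH 7.0 with 0.01% (detergent screen) or 0.0001% Triton X-100 was preincubated with compounds for 15 min at room temperature. Nitrocefin was then added from an 800 uM solution, and hydrolysis was followed at 480 nm.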
AMA1-RON2 inh – AMA1-RON2 (P. falciparum) interaction inhibition; AlphaScreen AMA1-biotinylated RON2 peptide binding; 360,000 compounds, 0.2% hits; Potency, µM (titrated, usually from 58.2 µM), for the others: at the top dose activity change, negative = inhibition, hits mostly inhibitors;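 further: potency means the concentration at half of the fitted maximal effect; 0% = vehicle wells and -100% = peptide control; nearly all actives have a fitted effect of over 45% in size; some results filed as inactive show a strong effect at the top dose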
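AMA1 (3D7) with his tag at 25 nM final met compounds first, then biotinylated RON2 peptide at 25 nM; detection used donor plus acceptor beads, 10 µg/mL apiece, read by AlphaScreen after 30 min at room temperature.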
Shiga toxin inh – blocks Shiga toxin action in Vero cells. 290,000 compounds, 9.2% hits. Vero cells, Shiga toxin protein synthesis inhibition reporter. inhibition, % at 38.7 µM; in the data active means inhibition mostly above about 28%, no sharp cut-off; inactive means mostly below about 43%; further: 0% is about no effect
HCMV inh – blocks human cytomegalovirus replication; HFF cells, HCMV-luciferase reporter, 72 h; active compounds read low; activity change, negative = inhibition, % at 57.5 µM; 410,000 compounds, 4.5% hits; in the data active means activity change below about -60%; inconclusive means no clear call, values can overlap the other calls; inactive means above about -39%; further: on the % scale 0 is the no-effect control and ±100 the full control effect
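Two compound doses tested in HFFs infected with HCMV-luciferase, MOI 1 PFU/cell, 72 h at 37C. Lysate luminescence read with OneGlo; data normalized against buffer-only and 10uM Salinomycin inhibitor controls.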
FBPA Giardia inh – blocks Giardia fructose-bisphosphate aldolase activity. purified Giardia FBPA. Potency, µM (doses to about 59.6 µM), without a hit: at the top dose activity, negative = inhibition, most hits filed as inhibitors. AID 2451. 290,000 compounds, 0.71% hits; further: potency means the concentration at half of the fitted maximal effect; on the % scale 0 is the no-effect control and ±100 the full control effect; nearly all actives have a fitted effect of over 55% in size
Target sequence (A8B2U2 whole entry, looked up): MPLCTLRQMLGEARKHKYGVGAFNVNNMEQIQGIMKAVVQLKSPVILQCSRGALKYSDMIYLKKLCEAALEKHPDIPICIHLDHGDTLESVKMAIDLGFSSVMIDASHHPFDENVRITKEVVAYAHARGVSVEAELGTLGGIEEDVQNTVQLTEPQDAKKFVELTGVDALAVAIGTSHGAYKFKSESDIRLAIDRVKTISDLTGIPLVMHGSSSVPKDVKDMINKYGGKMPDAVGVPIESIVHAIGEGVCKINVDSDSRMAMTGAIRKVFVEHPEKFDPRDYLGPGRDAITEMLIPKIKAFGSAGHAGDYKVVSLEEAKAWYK
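Giardia FBPA (40 nM reagent) was preincubated 10 min at RT with compound (up to 57.5 uM final), then substrate plus GAPDH/TPI/NAD/arsenate coupling system with diaphorase/resazurin was added; resorufin fluorescence (525/598 nm) was read after 20 min.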
AmpC detergent – blocks E. coli AmpC beta-lactamase in detergent assay. AID 485294. AmpC hydrolysis of nitrocefin, absorbance 480 nm, 0.01% Triton. P00811. Potency, µM (doses to about 114 µM), for the others: at the top dose activity change, negative = inhibition, most hits filed as inhibitors. 370,000 compounds, 0.041% hits;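 further: potency means the concentration at half of the fitted maximal effect; 0% = no-compound wells and -100% = no-enzyme wells; nearly all actives have a fitted effect of over 25% in size; some results filed as inactive show a strong effect at the top dose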
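20 mM phosphate pH 7.0 + 0.01% (detergent screen) or 0.0001% Triton X-100; 5.3 nM AmpC reagent; cpd preinc 15 min RT; nitrocefin (800 uM stock) to start; A480 q20 s × 4 min; Activity was normalised to no-enzyme and no-compound control wells.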
An asterisk follows results filed as active; ? = inconclusive; / = no result given; & = joins results of further samples; [ ] = dose if it differs, or a comment. Unless noted, the call rests on the fitted dose curve; in most records, active means well fitted curve in the direction sought with a large enough effect; inconclusive means small, poorly fitted or top-dose-only effect, or another doubt; inactive means no such curve, though single readings can be large; an effect the other way counts as inactive or inconclusive.

SMILES	Cycloheximide cs	AmpC no deterg	AMA1-RON2 inh	Shiga toxin inh	HCMV inh	FBPA Giardia inh	AmpC detergent
CC1Cc2ccccc2N1C(=O)CCNS(=O)(=O)c1ccc2c(c1)CCC(=O)N2 (stereo not given)	-1	-30%	-20%	13	5	-1%	0%
CCOC(=O)c1ccccc1NCN1C(=O)CSC1=O	2	-4%	-5%	-6	13	?	2%
Cc1ccc([C@@H]2[C@@H]3C(=O)N(C)C(=O)[C@@H]3[C@]3(C)C(=O)N(Cc4ccc(-c5ccccc5)cc4)CC(=O)N23)o1	1	231%[activator]	-4%	-6	15	-2%	-9%
Cc1ccc(NC(=S)N(CCN(C)C)Cc2cc3cc(C)cc(C)c3[nH]c2=O)cc1	-4	30%	22%	-8	-18	6%	-7%
COc1ccc2c(Cl)c(-c3nnco3)sc2c1	1	-20%	31%[activator]	-1	-8	4%	1%
Cc1ccc(N(Cc2ccccc2)C(=O)c2cccc(F)c2)cc1	-5	-5%	20%	-17	/	/	5%
COc1ccc(S(=O)(=O)NCc2ccc(C(=O)NCCCN3CCCC(C)C3)cc2)cc1 (stereo not given)	-1	-3%	-6%	-4	-17	/	-3%
Cc1ccc(NC(=O)C(c2ccccc2)N2CCN(CC(=O)NC3CC3)CC2)cc1 (stereo not given)	/	4%	-4%[11.6 µM]	/	-10	/	5%
CN1C(=O)c2ccc(NC(=O)c3ccc(Cl)cc3Cl)cc2C1=O	22*	-25%	-6%	14	0	/	-1%
COCCNC(=O)COc1ccc(Nc2ccccc2)cc1	15	0%	1%	13	-25	-18%	?
Cc1cc(C)n(C(=O)COc2ccccc2[N+](=O)[O-])n1	11	-8%	12%	15	-27	11%	2%
CCN1C(=O)N[C@@H](CCc2ccccc2)[C@H](C(=O)OC)[C@H]1C	/	/	-5%	/	-18	10%[12.9 µM]	/
COc1ccc(C2=NC(C)(C)Cc3cc(OC)c(OC)cc32)cc1	-4	10%	5%	-6	93	-5%	5%
Cc1cccc(NC(=O)CSCC(=O)N(C)Cc2ccc(Cl)c(Cl)c2)c1	/	18%	106%[activator]	/	0	/	-7%
O=[N+]([O-])c1ccc(NC(=S)NCc2ccncc2)cc1	-6	-36%	-13%	22	-19	2%	5%
O=C(O)CCn1cc(C(=O)O)c(-c2ccccc2)n1	8	0%	0%	-13	-35	-6%	-12%
O=C(NCc1ccco1)c1ccc(S(=O)(=O)N2CCCc3ccccc32)cc1	18	-21%	-8%	37	-10	-4%	9%
O=C(CSc1nnc(NC2CCCCC2)s1)Nc1ccc2c(c1)C(=O)c1ccccc1C2=O	42*	-37%	-1%	66*	106	-8%	-3%
N#CC1=C(N)Oc2cc(O)ccc2C1c1ccc(Br)s1 (stereo not given)	-2	-40%	2%	-7	5	1%	-18%
Cc1ccc(S(=O)(=O)N(C)CC(=O)NCC(=O)Nc2ccc(F)c(F)c2F)cc1	/	-13%	21%	/	-14	/	/
Cc1cnc(NC(=O)CSc2nc3ccccc3c(=O)[nH]2)s1	14	-31%	-9%	35	-3	-15%	-14%
CCOC(=O)C(=NC1CCS(=O)(=O)C1)NNc1ccc(Br)cc1 (stereo not given)	13	-13%[11.4 µM]	-9%	-10	-25	-13%	?
Cc1ccnc(NC(=O)c2sc3cc(Cl)ccc3c2Cl)c1	15	-18%	-8%	26	69	5%	-12%
O=C(c1ccccc1)[C@H]1[C@H](c2ccccc2)[C@@]2(N=C(c3ccccc3)OC2=O)C2c3ccccc3C=NN21 (stereo not given in full)	35*	-14%	/	55*	/	-5%	-12%
CC(C)CCN1C(=O)c2ccc(-c3nc4ccccc4c(=O)o3)cc2C1=O	-4	-21%	-1%	-10	38	6%	5%
CC1CN(C(=O)COC(=O)c2ccc(Cl)c(S(=O)(=O)N3CCCCC3)c2)CC(C)O1 (stereo not given)	1	105%[activator]	-5%	-12	-5	4%	?
COc1ccc(NC(C)=O)cc1CNC(=O)CN1CCOCC1	-1	69%	-5%	-9	-11	-2%	-8%
COc1ccccc1NS(=O)(=O)c1cccc(NC(=O)c2nc3nc(C)cc(C)n3n2)c1	-2	24%	-2%	-12	-25	0%	?
Cc1ccc(S(=O)(=O)N2CCOCC2)cc1NC(=O)Cn1cc(C(F)(F)F)cc(Cl)c1=O	-3	-32%	10%	-11	-11	-1%	-9%
O=C(NCC(c1cccnc1)N1CCOCC1)C1CCCCC1 (stereo not given)	-1	-18%	9%	12	27	0%	?
CC(C(=O)N1CCN(C(=O)c2ccco2)CC1)N1C(=O)NC2(CCCCC2C)C1=O (stereo not given)	/	7%	4%	/	-28	/	-5%
COC(=O)C1=C(N)Oc2cc(C)n(C)c(=O)c2C1c1ccc(Cl)c(Cl)c1 (stereo not given)	-2	-12%	4%	-7	0	1%	?
CN(C)CCCNC(=O)N1c2ccccc2C=Cc2ccccc21	-3	1%	3%	-1	38	-24%	-10%
COc1cccc(CN(C)C(=O)Cc2c[nH]c3ccccc23)c1	20*	-8%	5%	23	103	/	-7%
CC(=O)Nc1nc2c(ccc3ccccc32)s1	9.9*	-18%	-2%	20	119	-5%	?
COc1ccc(C(C(=O)NCc2ccccc2)N(Cc2cccs2)C(=O)c2cnccn2)cc1 (stereo not given)	1	37%	14%	13	-1	-5%	-13%
Cc1cc(C)nc(Nc2nc(=O)c3ccccc3s2)n1	23	-16%	-3%	30	126	7%	-19%
O=C(CN(c1ccccc1)S(=O)(=O)c1ccccc1[N+](=O)[O-])Nc1ccccc1C(=O)N1CCOCC1	7	-11%	-4%	-15	14	3%	-1%
CC(C)c1ccc(N2C(=NC(=O)C3CC3)SC3CS(=O)(=O)CC32)cc1 (stereo not given)	-1	-13%	4%	-6	-19	9%	-2%
COc1cc(OC)nc(NC(=O)NS(=O)(=O)c2ccc(OC(F)(F)F)cc2)n1	-3	-7%	7%	15	31	10%	-3%
O=S(=O)(c1ccc(Cl)c2ccccc12)N1CCCC1	-4	42%	5%	-11	?	8%	2%
c1ccc2c(NCC3CCCO3)nc(N3CCOCC3)nc2c1 (stereo not given)	-3	-16%	-11%	14	-7	0%	-1%
CCOc1ccc2nc(N3CCOCC3)nc(C)c2c1	53*	14%	9%	99*	130	-9%	0%
COCc1c(Br)c(C)nc2sc3c(=O)[nH]nnc3c12	0	-3%	4%	17	-11	-8%	0%
CCOC(=O)C1CCCN(C(=O)COc2ccc(N(C)S(=O)(=O)c3ccc(F)cc3)cc2)C1 (stereo not given)	-2	70%[activator]	-3%	-12	-33	0%	2%
COc1ccc(Cl)cc1S(=O)(=O)n1cnc2ccccc21	6	23%	-6%	22	-11	23%	1%
CC(C)NC[C@H](O)COc1ccc(CC(N)=O)cc1	/	-21%	-3%	/	?	1%	-13%
NC(=O)CC[C@@H]1NC(=O)[C@H](Cc2ccc(O)cc2)NC(=O)c2cc([N+](=O)[O-])cc(F)c2OCC[C@@H](C(N)=O)NC1=O	-2	208%[activator]	6%	-10	-3	2%	-21%
COCCNC(=S)N(c1ccccc1)C(C)C	-3	-14%[2.29 µM]	18%	-4	12	-1%	-6%
CCOC(=O)C1=C(C)Nc2nnnn2C1c1cccnc1 (stereo not given)	-2	-12%	-6%	-20	4	0%	-8%
CCOC(=O)C(C(=O)OCC)C(=O)c1cc(OC)c(OC)c(OC)c1	-5	-6%	1%	-5	9	8%	0%
COc1ccc(C2CC(C)(c3ccc(OC)cc3OC)Nc3ccccc3N2)c(OC)c1 (stereo not given)	30*	-25%	2%	63*	-9	-10%	-3%
CCOc1ccc(C(=O)COC(=O)CNC(=O)C2CCCCC2)cc1	/	-14%	-3%	/	-16	/	5%
O=C(NNC(=O)c1ccc(O)cc1O)c1ccc(Cl)cc1	7	-10%	-1%	43	60	?	3%
CCSc1nc2c(c(=O)[nH]c(=O)n2C)n1C/C=C(/C)Cl	7	-13%	-3%	-17	2	-4%	11%
O=C(O)CSc1nc2ccccc2n1-c1ccccc1	8	-16%	0%	-10	22	14%	-4%
Cn1c(N)c(C(=O)COC(=O)Cc2cccc(C(F)(F)F)c2)c(=O)n(C)c1=O	/	15%	0%	/	0	/	/
COc1ccc(NC(=O)c2ccc(C)cc2)c[n+]1[O-]	12*	-9%	6%	32	64	11%	5%
CN(Cc1cc(=O)[nH]c2ccccc12)C(=O)c1ccccc1	18	-7%	2%	66	72	-8%	?
O/N=C/c1ccccc1OCc1ccccc1F	26*	-23%	0%	38*	53	5%	?

Three entries from above, set out differently.
Results follow in this order: Cycloheximide cs	AmpC no deterg	AMA1-RON2 inh	Shiga toxin inh	HCMV inh	FBPA Giardia inh	AmpC detergent
> CCSc1nc2c(c(=O)[nH]c(=O)n2C)n1C/C=C(/C)Cl
  7	-13%	-3%	-17	2	-4%	11%
> O=C(O)CSc1nc2ccccc2n1-c1ccccc1
  8	-16%	0%	-10	22	14%	-4%
> O=C(NNC(=O)c1ccc(O)cc1O)c1ccc(Cl)cc1
  7	-10%	-1%	43	60	?	3%

(list continues)
SMILES	Cycloheximide cs	AmpC no deterg	AMA1-RON2 inh	Shiga toxin inh	HCMV inh	FBPA Giardia inh	AmpC detergent
COc1ccccc1[C@@H]1C(c2cccc(C)c2)=NN(c2ccccc2)[C@H]1C(=O)N1CCOC1=O	1&13	20%	30%[activator]	3&27	-2	-13%&-3%	?
COc1cc(CNc2ccccc2SC)cc(OC)c1OC	-2	-1%	-11%	-11	54	?	-17%
Cc1cc(=O)oc2cc(NC(=O)CCOc3ccccc3)ccc12	19*	-46%	1%	32*	38	-1%	-7%
COc1ccc(NC(=O)/C(C#N)=C/c2cc(C)n(-c3ccc(N4CCOCC4)c([N+](=O)[O-])c3)c2C)cc1	-3	-20%	-7%	-20	?	0%	0%
Cc1ccc(C(=O)N2CCN(S(=O)(=O)N3CCCCC3)CC2)cc1	11	18%	7%	-12	64	/	2%
O=C(CSC1=NCCS1)Nc1ccc(S(=O)(=O)NC2CCCCC2)cc1	-7	-21%	50%[activator]	-6	-19	-1%	?
C/C(=N/NC(=O)CNC(=O)COc1cccc(C)c1)c1ccc(Cl)cc1	-1	-13%	9%	-6	?	/	2%
CCOC(=O)c1cccc(NS(=O)(=O)c2ccc(NC(C)=O)cc2)c1	1	-21%	8%	-12	-88*	4%	4%
CSc1nncc(/C(C)=N\Nc2ccccc2C)n1	13	-21%	-4%	28	-8	0%	2%
Cc1nccc(-c2cccc(N/N=C(\C#N)C(=O)c3ccccc3)c2)n1	-3	-9%	-11%	-8	?	-3%	7%
CCn1cc(C(=O)N[C@H](C)c2ccccc2)c(=O)c2cc(F)c(N3CCN(C)CC3)cc21	-3	190%[activator]	14%	-9	23	7%	?
CN[C@H](CC(=O)O)C(=O)O	/	/	8%	/	-21	-4%&-1%	/
